Screening results as filed in PubChem.
PostGolgi ctrl: growth inhibition of yeast control strain, primary screen, counter-screen for post-Golgi transport modulator project | efflux-deficient yeast background strain, growth absorbance A615, 16 h | inhibition, % at 10 µM | actives 5% (n = 98,000) | AID 738, 2007
Mac1 fbg inh: inhibitors of CD11b/CD18 adhesion to fibrinogen, primary screen, K562 cells, luminescence; Integrin beta-2 (Homo sapiens) + Integrin alpha-M (Homo sapiens), P05107+P11215; ATPlite luminescence; Mn2+ added to activate the integrin; inhibition, % at 10 µM; actives 0.54% (n = 93,000); AID 1497, 2009;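 active = primary inhibition of 50% or more at 10 µM, then 40% or more on retest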; also: some results filed as inactive read as strong as hits
Target sequence (P05107 whole entry, looked up, other chains not shown): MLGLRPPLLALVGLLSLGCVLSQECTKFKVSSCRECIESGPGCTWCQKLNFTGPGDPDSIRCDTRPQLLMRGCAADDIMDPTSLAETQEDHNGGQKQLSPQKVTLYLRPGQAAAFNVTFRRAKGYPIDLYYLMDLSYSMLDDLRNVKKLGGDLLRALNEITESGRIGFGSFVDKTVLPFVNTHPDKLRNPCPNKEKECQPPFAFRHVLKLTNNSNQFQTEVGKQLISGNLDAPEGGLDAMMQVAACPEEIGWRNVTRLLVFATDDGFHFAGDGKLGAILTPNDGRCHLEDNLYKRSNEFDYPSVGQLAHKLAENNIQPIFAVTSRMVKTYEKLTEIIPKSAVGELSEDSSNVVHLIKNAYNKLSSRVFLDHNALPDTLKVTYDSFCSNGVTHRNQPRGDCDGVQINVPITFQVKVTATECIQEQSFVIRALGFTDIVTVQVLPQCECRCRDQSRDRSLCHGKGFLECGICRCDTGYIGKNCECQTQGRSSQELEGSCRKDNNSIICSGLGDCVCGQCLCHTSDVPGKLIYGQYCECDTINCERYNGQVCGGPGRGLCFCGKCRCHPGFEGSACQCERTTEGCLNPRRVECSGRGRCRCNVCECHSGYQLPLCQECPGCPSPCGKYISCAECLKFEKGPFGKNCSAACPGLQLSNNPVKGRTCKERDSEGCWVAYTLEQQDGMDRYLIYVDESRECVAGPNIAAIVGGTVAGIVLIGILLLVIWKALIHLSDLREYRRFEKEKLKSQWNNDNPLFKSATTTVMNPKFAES
PostGolgi yeast: phenotypic screen on post-Golgi transport, primary screen; post-Golgi transport phenotypic cell assay; inhibition, % at 10 µM; actives 0.9% (n = 98,000); AID 739, 2007;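 also: yeast cells grown in 1536-well plates; yeast grown about 18 h at 30C before absorbance read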
E coli WT exp: growth inhibitors of wild-type E. coli, primary screen, strain BW25113, expanded library, OD600. OD600 absorbance. growth inhibition, % at 100 µM. actives 0.15% (n = 98,000). AID 710, 2007;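 active = growth inhibition above about 50% at one test dose, limit read from the data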;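 also: growth measured after 20 h incubation at 37 °C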
An asterisk follows results filed as active; · = no result given. Rule as the data show it, unless noted: active = inhibition above about 30%; inactive = the rest. These rows are one share of the data (hit frequency here may not be typical).

The first 2 entries as a preview:
SMILES	PostGolgi ctrl	Mac1 fbg inh	PostGolgi yeast	E coli WT exp
Cc1ccc(SCc2nc(N)nc(Nc3ccccc3C)n2)cc1C	·	3.5	·	·
NC1=NC2CS(=O)(=O)CC2S1 (centres undefined)	·	15.5	·	·

The whole of this part (from the top)
SMILES	PostGolgi ctrl	Mac1 fbg inh	PostGolgi yeast	E coli WT exp
Cc1ccc(SCc2nc(N)nc(Nc3ccccc3C)n2)cc1C	·	3.5	·	·
NC1=NC2CS(=O)(=O)CC2S1 (centres undefined)	·	15.5	·	·
CCOC(=O)C1=C(C)N(c2ccc(Cl)cc2)C(=O)NC1c1cccc([N+](=O)[O-])c1 (centres undefined)	·	-5.1	·	·
COc1ccc(C(=O)NC(=S)NNC(=O)c2cnccn2)cc1	·	9.7	·	·
Cc1cc(C)cc(NC(=O)C(OC(=O)C2=COCCO2)c2ccccc2)c1 (centres undefined)	·	40.4	·	·
COc1cc(C(C)=O)ccc1Oc1ncnc2c1cnn2-c1ccc(C)c(C)c1	·	71.6	·	·
Cc1c(Oc2ccc(C(F)(F)F)cc2[N+](=O)[O-])ccc2c3c(c(=O)oc12)CCC3	·	7.4	·	·
COc1cc(/C=N/NC(=O)c2cccnc2)ccc1OCC(=O)N1CCOCC1	·	-3.3	·	·
COc1ccc(C2=NNC(=O)CC2)cc1	·	15.7	·	·
Cn1cc(/C=C2\SC(=O)N(c3ccccc3)C2=O)c2ccccc21	·	-12.6	·	·
CN(Cc1ccccc1)C(=O)COC(=O)c1ccccc1Nc1ccccc1	·	14.6	·	·
Fc1cc(Br)ccc1NC(=S)Nc1ccccc1	·	76.5	·	·
O=C(Nc1nnc(C2COc3ccccc3O2)o1)c1ccc(F)cc1 (centres undefined)	·	-27.3	·	·
Cc1ccc(NC(=O)c2sc3nc(N)c(C#N)cc3c2N)cc1	·	10.7	·	·
COCCCNC(=O)/C(C#N)=C/c1cccc(NC(=O)c2ccccc2Cl)c1	·	13.2	·	·
Cc1ccc(NC(=O)COC(=O)/C=C/c2ccco2)cc1S(=O)(=O)N(C)C	·	8.0	·	·
COc1ccc2nc(SCc3cccc(C)c3)nc(C)c2c1	·	21.3	·	·
CCC(CC)c1nnc(NC(=O)[C@@H](NC(=O)c2cccc(C)c2)C(C)C)s1	·	6.2	·	·
O=C(COC(=O)c1cccc2ccccc12)NCCCc1ccccc1	·	6.0	·	·
Cc1ccc(N2C(=O)CC(Sc3nc(-c4ccccc4)c4cc(Cl)ccc4n3)C2=O)c(C)c1 (centres undefined)	·	11.2	·	·
Cc1nnc(SCC(=O)NCc2ccccc2Cl)n(N)c1=O	·	-7.8	·	·
N#Cc1ccc(OCC(=O)Nc2cc(S(=O)(=O)N3CCCCC3)ccc2N2CCCCC2)cc1	·	4.2	·	·
CCOC(=O)C(C)Sc1nnc(NC(=O)c2cccc([N+](=O)[O-])c2C)s1 (centres undefined)	·	27.5	·	·
Nc1ccc(C(=O)Nc2ccc(OC(F)(F)C(F)F)c(NC(=O)c3ccc(N)cc3)c2)cc1	·	3.5	·	·
CC(C)CNC(=O)c1ccccc1NC(=O)c1ccc(CSc2ccccc2)cc1	·	-7.0	·	·
CCOP(=O)(OCC)C(NC(=O)Nc1cccc(Cl)c1)C(N)=O (centres undefined)	·	5.1	·	·
O=C(CCSCc1cccc(Cl)c1)NCCC1=CCCCC1	·	17.9	·	·
CC(=C/C(=O)O)/C(=C/c1ccccc1)C(=O)O	·	-2.3	·	·
CC(=O)N1CCN(CC(=O)Nc2ccc(SC(F)F)cc2)CC1	·	-3.7	·	·
NC(CC(=O)O)c1ccc(Br)cc1 (centres undefined)	·	0.8	·	·
Cc1ccc2nc(N(CCCN(C)C)C(=O)c3ccc4c(c3)CCCC4)sc2c1	·	12.5	·	·
CCN(CC)c1ccc(/C=N/Nc2ccc(C)cc2)c(O)c1	·	10.1	·	·
O=C(CN1C(=O)/C(=C\c2ccc(F)cc2)Oc2ccccc21)NCc1ccco1	·	-7.1	·	·
Cc1ccc(NP(=O)(c2ccc(N(C)C)cc2NC(=O)c2cccs2)N2CCOCC2)cc1Cl (centres undefined)	·	-5.4	·	·
COc1ccccc1CNC(=O)COC(=O)[C@H](Cc1c[nH]c2ccccc12)NC(=O)c1cccs1	·	28.7	·	·
COC(=O)c1ccc(NC(=S)N2CCC(C(N)=O)CC2)cc1	·	-7.9	·	·
O=C(CN1CCN(c2ncccn2)CC1)N1CCc2ccccc21	·	1.1	·	·
CC(=O)N/C(=C/c1ccccc1)C(=O)N1CCCCC1	·	3.0	·	·
Cc1ccc(-c2nnc(Oc3cccc(C)c3)c3ccccc23)cc1	·	7.4	·	·
N#C/C(=C\c1ccc(Sc2ccc(Cl)cc2)o1)c1nc2ccccc2[nH]1	·	98.5	·	·
CCN1CCN(C(=S)c2ccc([N+](=O)[O-])cc2)CC1	·	-14.0	·	·
CCNc1ccc(C(=O)OCC(=O)NCc2ccc(C)cc2)cc1[N+](=O)[O-]	·	-6.7	·	·
COc1ccc(C(=O)COC(=O)CNS(=O)(=O)c2ccc(C)cc2)cc1	·	3.3	·	·
CCOC(=O)c1c(-c2ccc(OC)cc2)csc1NC(=O)COc1ccc2c(C)cc(=O)oc2c1	·	7.8	·	·
COc1ccc2nc(N3C(=O)CC(C(C)c4ccccc4)C3=O)sc2c1 (centres undefined)	·	-15.3	·	·
CCCC(C)NC(=O)c1ccc(OCc2ccc(Cl)cc2)c(OC)c1 (centres undefined)	·	-7.1	·	·
CCCNC(=S)Nc1ccc(CC(=O)OC)cc1	·	7.1	·	·
C/C(=N/OCO/N=C(/C)c1ccc(F)cc1)c1ccc(F)cc1	·	7.8	·	·
COc1ccc(C2=NN(C(=O)c3cccnc3)C(c3ccccc3)C2)cc1 (centres undefined)	·	0.2	·	·
Cc1ccsc1/C=N\NC(=O)c1n[nH]c2c1CCC2	·	12.7	·	·
CC(C)CC(=O)NC(=S)Nc1nc(-c2ccccc2)cs1	·	-36.9	·	·
CCCN1CN(Cc2ccccc2)CNC1=S	·	12.2	·	·
Cc1ccsc1/C=C(\C#N)C(=O)Nc1c(C)n(C)n(-c2ccccc2)c1=O	·	1.8	·	·
COc1cc(/C=N/NC(=O)c2ccccn2)cc2c1OCO2	·	1.0	·	·
CCN(CC)CCNC(=S)Nc1ccc(Cl)cc1	·	-24.4	·	·
CCN(CC(=O)Nc1ccc(NC(C)=O)cc1)C(=O)/C=C/c1cccs1	·	1.5	·	·
C1=C(CCNc2ncnc3c2[nH]c2ccccc23)CCCC1	·	99.7*	·	·
O=C(Nc1ccc(Cl)cc1)N(Cc1nc2ccccc2c(=O)[nH]1)Cc1cccs1	·	-13.5	·	·
c1ccc(-c2nc3ccccc3c3nc4ccccc4n23)cc1	·	-5.0	·	·
COc1ccc(/C=C/C(=O)Nc2ccc(OC)cc2[N+](=O)[O-])cc1	·	-1.9	·	·

For reference, 18 of the compounds above.
SMILES	PostGolgi ctrl	Mac1 fbg inh	PostGolgi yeast	E coli WT exp
N#C/C(=C\c1ccc(Sc2ccc(Cl)cc2)o1)c1nc2ccccc2[nH]1	·	98.5	·	·
CCN1CCN(C(=S)c2ccc([N+](=O)[O-])cc2)CC1	·	-14.0	·	·
CCNc1ccc(C(=O)OCC(=O)NCc2ccc(C)cc2)cc1[N+](=O)[O-]	·	-6.7	·	·
COc1ccc(C(=O)COC(=O)CNS(=O)(=O)c2ccc(C)cc2)cc1	·	3.3	·	·
CCOC(=O)c1c(-c2ccc(OC)cc2)csc1NC(=O)COc1ccc2c(C)cc(=O)oc2c1	·	7.8	·	·
COc1ccc2nc(N3C(=O)CC(C(C)c4ccccc4)C3=O)sc2c1 (centres undefined)	·	-15.3	·	·
CCCC(C)NC(=O)c1ccc(OCc2ccc(Cl)cc2)c(OC)c1 (centres undefined)	·	-7.1	·	·
CCCNC(=S)Nc1ccc(CC(=O)OC)cc1	·	7.1	·	·
C/C(=N/OCO/N=C(/C)c1ccc(F)cc1)c1ccc(F)cc1	·	7.8	·	·
COc1ccc(C2=NN(C(=O)c3cccnc3)C(c3ccccc3)C2)cc1 (centres undefined)	·	0.2	·	·
Cc1ccsc1/C=N\NC(=O)c1n[nH]c2c1CCC2	·	12.7	·	·
CC(C)CC(=O)NC(=S)Nc1nc(-c2ccccc2)cs1	·	-36.9	·	·
CCCN1CN(Cc2ccccc2)CNC1=S	·	12.2	·	·
Cc1ccsc1/C=C(\C#N)C(=O)Nc1c(C)n(C)n(-c2ccccc2)c1=O	·	1.8	·	·
COc1cc(/C=N/NC(=O)c2ccccn2)cc2c1OCO2	·	1.0	·	·
CCN(CC)CCNC(=S)Nc1ccc(Cl)cc1	·	-24.4	·	·
CCN(CC(=O)Nc1ccc(NC(C)=O)cc1)C(=O)/C=C/c1cccs1	·	1.5	·	·
C1=C(CCNc2ncnc3c2[nH]c2ccccc23)CCCC1	·	99.7*	·	·

The list continues.
SMILES	PostGolgi ctrl	Mac1 fbg inh	PostGolgi yeast	E coli WT exp
CN(C)S(=O)(=O)c1ccc(Cl)c(NC(=O)COC(=O)CCSc2ccccc2)c1	·	8.5	·	·
O=C(COc1ccccc1)NCC(=O)N/N=C/C=C/c1ccccc1	·	2.7	·	·
CSc1nc(-c2ccc(Cl)cc2)nn1C(=O)c1ccccc1	·	-3.8	·	·
COc1ccc(-n2c(C)cc(-c3csc(N)n3)c2C)cc1	·	23.3	·	·
CCCCNS(=O)(=O)c1ccc(NC(=O)C2c3ccccc3Oc3ccccc32)cc1	·	2.8	·	·
CC1=NN(c2ccccc2)C(=O)C1C(=O)c1ccccc1 (centres undefined)	·	-2.2	·	·
C/C(=N/NC(=O)Cc1c(C)[nH][nH]c1=O)c1ccc(O)cc1	·	-6.6	·	·
Cc1ccc(N2C(=O)NC(NC(=O)C(C)(C)C)(C(F)(F)F)C2=O)cc1 (centres undefined)	·	-27.2	·	·
CCC(C)NS(=O)(=O)c1ccc(NC(=O)c2ccc([N+](=O)[O-])cc2Cl)cc1 (centres undefined)	·	17.5	·	·
COC(=O)c1c(NC(=O)COC(=O)CNC(=O)c2ccco2)sc(C)c1C	·	5.4	·	·
Cc1nn(-c2ccccc2)c(N)c1Sc1ccccc1[N+](=O)[O-]	·	2.9	·	·
CC(C)C(C)NC(=O)COc1ccc(Sc2ccc(OCC(=O)NC(C)C(C)C)cc2)cc1 (centres undefined)	·	101.3	·	·
O=C(Nc1ncc(Cc2cccc(C(F)(F)F)c2)s1)c1ccc(-c2cccc([N+](=O)[O-])c2)o1	·	23.8	·	·
O=C(Nc1nnc(SCc2cccc3ccccc23)s1)C1COc2ccccc2O1 (centres undefined)	·	95.4	·	·
Cn1c(=O)c2c(nc(NCCCO)n2CCc2ccccc2)n(C)c1=O	6.1	·	0.7	4.0
CCn1c(-c2cc(OC)ccc2OC)csc1=Nc1c(C)n(C)n(-c2ccccc2)c1=O	12.5	·	4.4	1.0
Cc1ccc(OCC(=O)Nc2cccc(-c3nnc(-c4ccccc4)o3)c2)cc1	7.9	·	12.7	-4.0
CCOc1ccc(NC2c3ccccc3C(=O)N2c2ccc(Cl)cn2)cc1 (centres undefined)	2.7	·	1.6	3.0
COc1ccccc1N1CCN(c2cc(C)nc3nc(C)nn23)CC1	9.9	·	4.2	-10.0
CS(=O)(=O)N1CCC(C(=O)Nc2ccc(F)cc2F)CC1	1.7	·	-1.4	8.0
c1ccc2[nH]c(CSc3nccs3)nc2c1	-0.3	·	2.5	28.0
O=C(CSc1nnc(Cn2c(=O)sc3ccccc32)n1CCc1ccccc1)N1CCCC1	4.8	·	0.5	0.0
COc1cc(C(c2sc3nc(C)nn3c2O)N2CCN(c3ccccc3)CC2)cc(OC)c1OC (centres undefined)	0.3	·	6.0	-8.0
CCS(=O)(=O)N1CCN(C(C)CCc2ccccc2)CC1 (centres undefined)	8.2	·	5.3	4.0
CCCCN(C)C(=O)c1c[nH]c2ccc(S(=O)(=O)N3CCOCC3)cc2c1=O	-2.1	·	5.6	-9.0
Cc1ccccc1-n1c(Cn2c(=O)sc3ccccc32)nnc1SC(C)C	15.1	·	4.3	0.0
CCc1ccccc1NC1c2ccccc2C(=O)N1c1cc(C)ccn1 (centres undefined)	11.4	·	6.8	3.0
CCCS(=O)(=O)n1nc(-c2ccc(OC)cc2OC)cc1N	11.7	·	2.6	2.0
COC(=O)/C(=C1/Oc2cc(C)oc(=O)c2S1)C(F)(F)F	78.1*	·	4.9	6.0
COc1ccc(CN2CCC(C(=O)N3CCN(c4ccccc4F)CC3)CC2)cc1OC	3.0	·	-4.8	3.0
O=C(Nc1nc(-c2nc3ccccc3s2)cs1)c1ccco1	5.3	·	0.2	-8.0
Cc1noc(C(=O)NCc2cccnc2)c1Cl	15.1	·	9.5	-8.0
Cc1ccc(NC(=O)CSc2nnc(Cn3c(=O)sc4ccccc43)n2C)cc1Cl	-8.0	·	4.3	-15.0
Cn1c(Cn2c(=O)sc3ccccc32)nnc1SCC(=O)Nc1ccc(F)cc1	-4.2	·	2.2	3.0
